NOD2 inhibition = inhibition of NOD2-driven NF-kB reporter – cell-based, luminescence, uHTS, HEK293 (AID 1566) | hit rate 0.63% among 290,000 | inhibition, % at 4 µM; hits with a dose series show EC50 in µM | HEK293 NOD2/NF-kB luciferase reporter, luminescence; higher % means a stronger effect; in the data active means inhibition above about 50%; further: many of its hits are not listed in these tables
WT yeast gro inh = growth inhibition of WT yeast, mitochondrial fusion screen. inhibition, % at 10 µM. hit rate 2.1% among 190,000. mitochondrial fusion phenotypic screen, WT strain; in the data active means inhibition above about 58%; tested in S. cerevisiae
bCat nuc transl = beta-catenin nuclear translocation modulation | AID 1665 | HeLa beta-catenin nuclear translocation, immunofluorescence imaging | nuclear translocation activity, % at 5 µM | hit rate 0.3% among 190,000;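 active means nuclear translocation activity above 50% at 5 µM, with a well cell count of 50 or more; inconclusive means wells under 50 cells across six images, flagged as toxic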;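 further: per-cell ratio of nuclear to cytoplasmic median beta-catenin stain intensity; plate controls were DMSO negative control for no effect and GSK-3 inhibitor IX positive control for full effect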
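Signal – beta-catenin immunofluorescence imaging with DAPI · Test system – human HeLa cell line · Dosing – 5 µM primary single dose, 0.1% DMSO, 0.02–20 µM confirmation series · Measure – % activation, nuclear-to-cytoplasmic median beta-catenin signal ratio per cell · Incubation – 24 h compound exposure at 37°C, 5% CO2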
Hep lipid drop = hepatic lipid droplet formation modulation | AML12 mouse hepatocytes, oleate lipid droplets, BODIPY imaging | AID 1656 | inhibition, % at 6.5 µM | hit rate 0.4% among 240,000;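 active means lipid droplet intensity inhibited by at least 50%, with more than 500 cells counted; inconclusive means wells with under 300 cells, treated as cytotoxic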
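Material – AML12 mouse liver cells · Also added – oleate loading, 100 µM · Compound dosing – 6.5 µM single-point dosing · Times – overnight treatment with compound plus oleate · Measured by – fluorescence imaging, 20x objective, two fields per well · Read-out – percent inhibition of filter-corrected integrated lipid droplet intensity per well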
Dynein transport = blocks dynein driven cargo transport along microtubules; 3617.4 mouse cells, GR-EGFP nuclear translocation imaging; test concentration mostly 20 µM; stimulated with dexamethasone, 1 µM; stronger effect = lower value; z-score, hits read low; hit rate 0.47% among 220,000; AID 1381;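 active means plate z-score of nuclear minus cytoplasmic receptor signal below a set negative limit, without overly bright fluorescence or cell loss, cut at about -3.5 in these data, passing the limit was not always enough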;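 further: z-score of nuclear minus cytoplasmic ring GR-EGFP intensity difference per well; some compounds called inactive have numbers as strong as hits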
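Buffer or medium: tet-free, stripped-serum medium; Also added: dexamethasone, 1.0 µM final; Technique: high-content fluorescence imaging after fixation; Times: 48 h induction, 1 h compound, 30 min dex at 37 °C; Read-out: per-cell GR-EGFP intensity, nucleus versus surrounding cytoplasmic ring, well-averaged.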
MT stabilize HCS = microtubule stabilizers in HeLa cells; HeLa tubulin immunostaining HCS, 24 h; share of cells brighter than vehicle mean+2SD; % tubulin-high responders, % at 10 µM; hit rate 0.83% among 200,000; AID 2205;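 active means plate Z-score above 3 for both tubulin-high and condensed-nucleus cell shares, with cell loss under 80%, at 10 µM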;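 further: anti alpha tubulin signal scored within the nucleus-defined area of each cell; some results filed as inactive read as strong as hits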
Yfh1-depleted yeast = enhancers of respiration in Yfh1-depleted yeast, dose response, Friedreich's ataxia, plus single-dose screen (AID 1465) | S. cerevisiae Yfh1-off respiration, WST-1 reduction, 72 h; higher fold induction means a stronger effect | fold induction at 50 µM; hits with a dose series show EC50 in µM | hit rate 0.074% among 220,000;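 active means fold induction of absorbance versus untreated yeast above a set limit, then at least 30% activation at any dose in follow-up; inconclusive means repeats straddling the limit, or above it without dose testing; inactive means fold induction below the set limit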;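 further: activators that raise dye reduction in frataxin-depleted yeast; strong numbers were not always called active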
Insulin prom up = MIN6 insulin promoter up-regulation | MIN6 insulin promoter-GFP reporter, high-content imaging; stronger effect = higher value | z-score at 5 µM | hit rate 0.3% among 190,000;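 active means z-score above 3 at 5 µM with at least 500 cells counted in the well; inconclusive means wells under 500 cells, flagged as cytotoxic or low count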
Autophagy HCS = alters autophagy in cells | hit rate 0.98% among 190,000 | MEF GFP-LC3 puncta imaging; test concentration mostly 10 µM | calls only at 10 µM (by protocol);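 active means percentage of spot-positive cells more than 3 SD above its plate mean, without a fluorescence outlier flag or 80% toxicity; inconclusive means no clear call, values can overlap the other calls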;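 further: spot-positive cell cutoff set from DMSO-treated cells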
WT yeast gro inh mutant strain = further read-out of WT yeast gro inh, marked with its call; inhibition, %; mitochondrial fusion phenotypic screen, mutant strain inhibition
Dynein transport cytoplasmic EGFP = recorded beside Dynein transport, whose call it bears; z-score; measured here: cytoplasmic GR-EGFP intensity; stronger effect = higher value
Dynein transport nuclear GR-EGFP = further read-out of Dynein transport, marked with its call; z-score; measured here: nuclear GR-EGFP intensity;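 lower value marks the stronger effect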
Dynein transport cell count = further read-out of Dynein transport, marked with its call; z-score; measured here: cell count per field
Insulin prom up cell count = further read-out of Insulin prom up, marked with its call; cell count; measured here: cytotoxicity, nuclei count;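 total cells summed across four imaged fields per well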
Hep lipid drop cells 6.5 µM = second read-out of Hep lipid drop, no call of its own (marks repeat the call); cell count; measured here: cell count, cytotoxicity flag;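 cells counted across two imaged fields per well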
bCat nuc transl cell count 5 µM = second read-out of bCat nuc transl, no call of its own (marks repeat the call); cell count; measured here: cell count, cytotoxicity flag
MT stabilize HCS Hoechst-high % = also measured in MT stabilize HCS; calls as there; % Hoechst-high responders; measured here: nuclear condensation Hoechst responders;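 share of cells brighter than vehicle mean plus two SD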
MT stabilize HCS cytotoxicity % = recorded beside MT stabilize HCS, whose call it bears; toxicity, %; measured here: cytotoxicity by cell density;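 0% = mean cell density of plate MIN control wells and 100% = no cells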
Autophagy HCS cell loss 18 h = recorded beside Autophagy HCS, whose call it bears; toxicity, %; measured here: cell loss, nuclei count;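 cell loss after 18 h compound exposure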
The depositor's hits bear a star; i = inactive; ? = inconclusive; . = not tested or not shown; + = active, no number. A portion of the library (hit frequency here may not be typical).

SMILES	NOD2 inhibition	WT yeast gro inh	WT yeast gro inh mutant strain	bCat nuc transl	bCat nuc transl cell count 5 µM	Hep lipid drop	Hep lipid drop cells 6.5 µM	Dynein transport	Dynein transport cytoplasmic EGFP	Dynein transport nuclear GR-EGFP	Dynein transport cell count	MT stabilize HCS	MT stabilize HCS Hoechst-high %	MT stabilize HCS cytotoxicity %	Yfh1-depleted yeast	Insulin prom up	Insulin prom up cell count	Autophagy HCS	Autophagy HCS cell loss 18 h
CCc1nnc(NS(=O)(=O)c2ccc(NC(=S)NC(=O)/C=C/c3cccs3)cc2)s1	1%	-7	-18	2.3	1015	16	661	0.21	-0.19	0.43	0.068	.	.	.	i	0.01	1426	+	7.0*
CN(Cc1cccnc1)C(=O)CC1C(=O)NCCN1Cc1ccc(-c2ccccc2)cc1 (stereo not drawn)	-6%	-7	0	-2.1	1135	19	676	-0.4	-0.36	-0.73	-0.26	3.8	2.4	7.6	i	-0.39	1247	i	-3
CCN(CC)S(=O)(=O)c1ccc(N2Cc3ccccc3C2=N)cc1	2%	4	-10	0.0	1099	-10	702	0.42	-0.21	0.64	-1.1	1.8	3.0	12	i	0.16	1228	i	3
CC(C)Cn1nc(C(=O)OCC(=O)NCC(F)(F)F)c2ccccc2c1=O	18%	5	-1	0.2	1090	-1	688	0.5	-0.14	0.43	-1.2	3.6	2.1	1.5	i	-0.37	1285	i	2
O=C(CSc1ccc(-c2ccccc2)nn1)N1CCCc2ccccc21	1%	-24	6	1.9	1075	-42	659	-0.54	-0.24	-0.24	0.28	2.7	3.3	11	i	-0.11	1500	i	7
CC(C)C(=O)Nc1cccc(C(=O)Nc2ccccc2C(=O)O)c1	6%	23	18	.	.	.	.	0.74	-0.29	0.47	-0.94	1.0	1.0	11	i	-0.43	997	i	12
CCOC(=O)CSc1nnc(C2CCCCC2)n1C	-4%	-13	1	-6.5	897	.	.	-0.55	-0.44	-0.24	0.56	4.5	2.7	12	i	-0.48	1655	i	15
COc1ccc(N(C(C)C(=O)Nc2ccc(S(=O)(=O)N3CCOCC3)cc2)S(C)(=O)=O)cc1 (stereo not drawn)	-13%	-1	13	-1.0	1068	6	704	0.27	-0.32	0.019	0.66	0.7	1.1	3.9	i	1.2	1527	i	2
COc1cccc2sc(NN)nc12	-12%	20	23	-0.7	1111	5	726	1.9	-0.17	1.3	-1.3	2.6	1.2	5.2	i	.	.	i	-35
CC(C)(C)c1cc(OC(=O)c2ccncc2)ccc1O	6%	-4	-5	-3.1	1228	5	755	-0.011	-0.28	0.33	0.23	3.6	2.4	6.8	i	.	.	i	-4
CC(=O)COC(=O)C1CCN(S(=O)(=O)c2cc([N+](=O)[O-])ccc2Cl)CC1	18%	.	.	-1.2	1290	0	683	0.11	-0.24	-0.045	-0.74	.	.	.	i	1.2	998	.	.
CC(=O)c1cccc(NC(=O)c2cc(C)no2)c1	8%	-6	-3	-4.1	1188	-1	691	-0.085	-0.2	0.18	0.48	3.7	2.1	4.4	i	0.51	1212	i	-8
O=C1OCc2cc(NC(=O)C3CCCCC3)ccc21	-3%	3	-9	-8.1	1217	-3	760	-0.26	-0.26	-0.21	-0.3	2.6	1.0	2.1	i	-0.34	1293	i	12
COc1ccc(CNC(=O)C2CCC(CNc3c(N4CCC(C)CC4)c(=O)c3=O)CC2)cc1 (stereo not drawn)	7%	.	.	0.0	1286	18	667	-2.4	-0.18	-0.79	-4.1	.	.	.	i	0.02	1075	.	.
COc1ccccc1-c1cc(C(=O)NCc2ccccc2)no1	22%	11	-2	-0.9	1500	.	.	-0.37	-0.012	0.044	0.15	6.6	4.0	5.0	i	-0.26	1494	i	22
Cc1cc(C)c(NC(=O)/C=C\C(=O)O)c([N+](=O)[O-])c1	9%	-5	-6	-2.1	1202	9	802	-1.1	-0.00082	-0.35	-0.13	3.2	1.4	3.2	i	-0.5	955	i	-9
O=c1[nH]c(N2CCc3ccccc32)nc2c1CCCC2	-8%	8	-3	0.7	944	-14	686	-0.05	-0.17	-0.14	0.14	3.8	2.9	0.1	i	-0.06	1353	i	-2
CCOC(=O)c1ccc(-c2ccc(/C=N/NC(=O)CN(c3cccc(C)c3)S(C)(=O)=O)o2)cc1	-57%	-1	-2	0.4	958	-6	713	-0.27	-0.2	-0.13	-0.18	2.6	2.6	7.3	i	.	.	i	3
O=[N+]([O-])c1ccc(C(=Nc2cccc3ccccc23)N2CCOCC2)cc1	8%	21	5	1.8	1313	.	.	0.47	-0.2	0.5	-0.23	2.1	1.5	5.5	i	0.27	1520	i	11
O=C(Oc1ccc(C(=S)N2CCOCC2)cc1Br)c1cc(Cl)ccc1Cl	10%	-11	-4	-1.1	1377	.	.	-0.81	-0.16	-0.42	1.1	1.9	1.5	10	i	-0.14	1573	i	0
COc1ccccc1NC(=O)c1c(Nc2ccccc2C)sc(C(=O)Nc2cccc(Cl)c2)c1N	8%	2	-16	3.4	738	0	675	3	-0.25	1.3	-1.5	17	12	17	i	.	.	i	2
C=CCc1ccccc1OCC(O)CNC (stereo not drawn)	9%	14	-9	-0.5	1209	.	.	-0.02	-0.15	0.28	-0.092	2.3	2.1	8.9	i	0.82	943	i	0
O=C(Cn1nc(Cc2ccncc2)c2ccccc2c1=O)N1CCc2ccccc2C1	19%	6	-3	-0.3	1115	-19	616	0.24	-0.092	0.48	-0.65	7.5	2.1	8.8	.	1.9	1981	.	.
Cc1ccc(NC(=O)CS(=O)CC(=O)NCC2CCCO2)cc1 (stereo not drawn)	6%	-2	1	0.7	1102	2	671	1	0.087	0.44	-0.47	3.8	2.7	4.2	i	0.39	1610	i	-7
COc1cccc(C(=O)CN2C(=O)C(C)(C)Oc3ccc(C(=O)N4CCCCCC4)cc32)c1	18%	11	13	-4.8	831	.	.	0.0084	-0.17	0.61	-0.036	2.7	1.0	10	i	3.6*	989*	i	-65
Cc1ccc(N(CC(=O)N2CCOCC2)S(C)(=O)=O)cc1	15%	-15	-10	1.3	1573	1	619	0.3	-0.18	-0.39	-0.22	2.8	2.5	12	i	0.78	1322	i	-18
Cc1ccc(SCC(=O)N(Cc2nc(-c3ccccc3)no2)C(C)C)cc1	0%	38	22	0.9	1195	0	757	0.7	-0.28	0.49	1.2	2.5	1.3	21	i	-1.2	1248	i	5
CCOC(=O)C1=C(C)N(C)C(=O)NC1c1c(C)nn(-c2ccccc2)c1C (stereo not drawn)	7%	2	-7	.	.	13	799	-0.32	-0.21	-0.17	1.2	2.6	2.3	10.0	i	0.8	856	i	0
Cc1ccc([N+](=O)[O-])cc1NC(=O)c1ccccc1	12%	-4	-4	-1.3	1090	16	708	-0.46	0.4	0.24	-0.14	1.0	4.3	9.2	i	-0.3	1252	i	-7
Cc1cccc(N/C(N)=N/c2nc(C(F)(F)F)cc(=O)[nH]2)c1C	18%	1	-3	.	.	-6	757	-0.26	0.15	0.12	0.65	2.5	1.9	0.6	i	2	1120	i	-1
COc1cc(C2=NOC(C(=O)NCc3ccc(F)cc3)C2)cc(OC)c1OC (stereo not drawn)	0%	0	-2	73*	290*	?	.	1.2	-0.19	0.47	-1.3	24*	64*	35*	.	-0.34	919	+	64*
Cc1cccc(Sc2c([N+](=O)[O-])ncn2C)n1	11%	-25	-13	0.1	1359	.	.	0.081	-0.055	0.54	0.19	2.8	1.8	3.4	i	-1.1	1539	i	11
CC1c2ccsc2CCN1C(=O)NC(=O)c1ccc(Cl)cc1 (stereo not drawn)	16%	.	.	-1.8	1205	5	678	0.11	0.016	0.14	-0.36	.	.	.	i	1.4	1074	.	.
CCOC(=O)c1cnc(-n2nc(C)cc2C)nc1NNc1nc(-c2ccccc2)cc(-c2ccccc2)n1	-40%	-12	-4	0.1	926	-7	455	-0.67	-0.083	-0.13	0.12	3.8	0.8	16	i	.	.	i	17
COc1cc(OC)c(C2N(c3cc(C)on3)C(=O)C3CCCN32)cc1OC (stereo not drawn)	2%	-1	-10	-0.2	1414	.	.	-0.023	1.2	0.25	0.11	4.2	2.3	11	i	-0.4	1531	i	1
O=C(O)c1ccc(N/N=C/c2cc3cc4c(cc3nc2Cl)OCCO4)cc1	-145%	.	.	-0.8	1279	8	719	-0.64	-0.26	0.5	0.46	.	.	.	i	-1.4	1072	.	.
CN1C(=O)CSc2ccc(NC(=O)NCc3cccnc3)cc21	-2%	18	5	-4.5	991	.	.	3	-0.17	1.4	-1.2	2.1	1.2	6.5	i	-1.3	1483	i	3

Bioassay records (PubChem)
